From PubChem BioAssay
Fibroblast inh = antiproliferative effect on LL 47 fibroblasts – human, LL 47 cells, CellTiter-Glo luminescence, primary screen; LL 47 human lung fibroblast viability, ATP luminescence; hits give low values; viability, % at 10 µM; hit rate 1.1% among 85,000; AID 719, 2007;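 active = viability at or below 50% in the single dose screen; inactive = viability above 50%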;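 also: compound exposure lasted 72 h before the ATP readout; 100% = median luminescence of untreated cell-only wells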
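material = human LL 47 lung fibroblast cells | dosing = compounds added from tenfold dosing solution, 0.1% DMSO final | timing = overnight cell rest, 72 h compound treatment at 37 °C | measured by = CellTiter-Glo luminescence measuring cellular ATP | evaluation = % viability versus median cells-only luminescence | control set = cell-only wells, no compound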
PostGolgi yeast = phenotypic screen on post-Golgi transport, primary screen; post-Golgi transport phenotypic cell assay; inhibition, % at 10 µM; AID 739, 2007; hit rate 0.9% among 98,000;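 also: yeast cells grown in 1536-well plates; yeast grown about 18 h at 30C before absorbance read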
PostGolgi ctrl = growth inhibition of yeast control strain, primary screen, counter-screen for post-Golgi transport modulator project; efflux-deficient yeast background strain, growth absorbance A615, 16 h; inhibition, % at 10 µM; hit rate 5% among 98,000
S1P2 antag = human S1P2 receptor antagonists, primary screen, cell-based; inhibition, % at 5 µM; cell-based S1P2 antagonist assay, inhibition at 5 uM; AID 736, 2007; Sphingosine 1-phosphate receptor 2 (Homo sapiens), O95136; hit rate 0.21% among 97,000; in the data active = inhibition above about 45%;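 also: CRE beta-lactamase reporter cells expressing human S1P2 stimulated with S1P; 0% = agonist at EC80 alone and 100% = agonist plus reference antagonist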
Target sequence (O95136 whole entry, looked up): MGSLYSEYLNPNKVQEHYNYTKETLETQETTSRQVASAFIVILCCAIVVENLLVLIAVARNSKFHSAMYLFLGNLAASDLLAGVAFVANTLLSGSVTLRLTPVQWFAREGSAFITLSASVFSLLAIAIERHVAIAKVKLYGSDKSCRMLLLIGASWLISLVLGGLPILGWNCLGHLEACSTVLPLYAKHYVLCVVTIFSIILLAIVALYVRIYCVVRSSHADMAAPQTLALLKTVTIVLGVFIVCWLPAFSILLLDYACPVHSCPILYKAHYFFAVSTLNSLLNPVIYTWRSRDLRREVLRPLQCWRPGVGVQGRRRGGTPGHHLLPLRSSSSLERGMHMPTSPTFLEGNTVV
E coli WT exp = growth inhibitors of wild-type E. coli, primary screen, strain BW25113, expanded library, OD600; OD600 absorbance; growth inhibition, % at 100 µM; hit rate 0.15% among 98,000;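 active = growth inhibition above about 50% at one test dose, limit read from the data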;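 also: growth measured after 20 h incubation at 37 °C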
S1P2 agonist = S1P2 receptor agonists, primary screen, cell-based | activation, % at 4.5 µM | Sphingosine 1-phosphate receptor 2 (Homo sapiens), O95136 | S1P2-expressing cell line, agonist reporter read-out | hit rate 0.46% among 97,000; in the data active = activation above about 16%;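 also: 0% = vehicle low control and 100% = maximal reference agonist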
H69AR growth 86K = proliferation blockers of H69AR lung cancer cells, primary screen, cell-based, human, 86K library | H69AR lung tumor viability, ATP luminescence, 72 h; hits give low values | viability, % at 10 µM | hit rate 6% among 85,000;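 active = viability at or below 40%; inactive = viability above 40%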;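 also: multidrug resistant small cell line overexpressing MRP-1 efflux transporter; 100% = mean luminescence of untreated control wells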
HUVEC inhibit = inhibitors of HUVEC proliferation, primary screen, cell-based, 384-well. CellTiter-Glo luminescence, 72 h; hits give low values. viability, % at 10 µM (by protocol). hit rate 1.1% among 86,000. AID 648, 2007;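 active = viability at or below 30%; inactive = viability above 30%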;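 also: 100% = median luminescence of DMSO-only cell control wells on each plate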
hDAT+cocaine = changed hDAT dopamine uptake under cocaine IC80, either direction, primary screen, cocaine antagonist project, cell-based, LLC-PK1 hDAT, [14C]-dopamine uptake, MLSMR | hit rate 1.3% among 110,000 | B-score at 10 µM | LLC-PK1 hDAT cells, [14C]-dopamine uptake with cocaine IC80; actives deviate in either direction | AID 449768, 2010;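 active = Z score or B-score, a plate-position-corrected score, falls beyond the plate's 99.7% confidence bounds, in either direction; inactive = both scores lie inside the 99.7% bounds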;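 also: scored against the spread of the other compound wells on the same plate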
Target sequence (Q01959 whole entry, looked up): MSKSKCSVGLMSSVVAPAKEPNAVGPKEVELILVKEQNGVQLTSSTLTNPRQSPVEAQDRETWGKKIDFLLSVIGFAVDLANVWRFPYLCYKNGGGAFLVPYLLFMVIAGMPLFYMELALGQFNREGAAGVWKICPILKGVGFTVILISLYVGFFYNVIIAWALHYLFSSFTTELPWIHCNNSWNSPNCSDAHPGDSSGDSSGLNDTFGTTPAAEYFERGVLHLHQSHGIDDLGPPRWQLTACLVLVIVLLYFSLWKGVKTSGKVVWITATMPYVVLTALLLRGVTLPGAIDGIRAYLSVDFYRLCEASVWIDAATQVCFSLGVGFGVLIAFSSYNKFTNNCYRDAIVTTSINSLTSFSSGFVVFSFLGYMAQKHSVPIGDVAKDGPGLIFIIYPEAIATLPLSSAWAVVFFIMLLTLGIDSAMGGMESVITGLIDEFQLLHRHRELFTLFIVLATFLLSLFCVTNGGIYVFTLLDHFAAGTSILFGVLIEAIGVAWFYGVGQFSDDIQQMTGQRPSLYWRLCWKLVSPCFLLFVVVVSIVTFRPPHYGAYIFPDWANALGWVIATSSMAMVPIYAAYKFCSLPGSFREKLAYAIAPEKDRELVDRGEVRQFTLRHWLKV
* marks the source's active call; other numbers are inactive results. Rule as the data show it, unless noted: active = inhibition above about 30%; inactive = the rest. The order is random (roughly 11% active in at least one column).

Start of the data: the first 2 compounds (preview)
How did O=S(=O)(c1ccc(Cl)cc1)N1CCC(N2CCOCC2)CC1 do in these assays?
Fibroblast inh: 97; PostGolgi yeast: 0; PostGolgi ctrl: 4; S1P2 antag: -16; E coli WT exp: -1; S1P2 agonist: 2; H69AR growth 86K: 78; HUVEC inhibit: 109; hDAT+cocaine: 2.3

How did O=C1c2ccccc2C(=O)N1CCCCn1c(=O)oc2ccccc21 do in these assays?
Fibroblast inh: 102; PostGolgi yeast: 4; PostGolgi ctrl: 44*; S1P2 antag: 9; E coli WT exp: -2; S1P2 agonist: -1; H69AR growth 86K: 103; HUVEC inhibit: 111; hDAT+cocaine: -2.1

Main list, repeating the preview:
How did O=S(=O)(c1ccc(Cl)cc1)N1CCC(N2CCOCC2)CC1 do in these assays?
Fibroblast inh: 97; PostGolgi yeast: 0; PostGolgi ctrl: 4; S1P2 antag: -16; E coli WT exp: -1; S1P2 agonist: 2; H69AR growth 86K: 78; HUVEC inhibit: 109; hDAT+cocaine: 2.3

How did O=C1c2ccccc2C(=O)N1CCCCn1c(=O)oc2ccccc21 do in these assays?
Fibroblast inh: 102; PostGolgi yeast: 4; PostGolgi ctrl: 44*; S1P2 antag: 9; E coli WT exp: -2; S1P2 agonist: -1; H69AR growth 86K: 103; HUVEC inhibit: 111; hDAT+cocaine: -2.1

How did COC(=O)CCN(C1CCCCC1)S(=O)(=O)c1ccc(S(=O)(=O)N2CCCCC2)cc1 do in these assays?
Fibroblast inh: 93; PostGolgi yeast: 16; PostGolgi ctrl: 16; S1P2 antag: 5; E coli WT exp: -5; S1P2 agonist: -12; H69AR growth 86K: 92; HUVEC inhibit: 101; hDAT+cocaine: -0.2

How did COc1cccc(CC(C(=O)Nc2cc(C)ccc2C)c2nn[nH]n2)c1OC (configuration not stated) do in these assays?
Fibroblast inh: 109; PostGolgi yeast: 8; PostGolgi ctrl: 2; S1P2 antag: -4; E coli WT exp: 7; S1P2 agonist: -1; H69AR growth 86K: 82; HUVEC inhibit: 100; hDAT+cocaine: 1.2

What do the screens show for `COc1cc(-c2nc3ccccn3c2/N=C/c2ccccc2)ccc1O`?
PostGolgi yeast: 2; PostGolgi ctrl: 8; S1P2 antag: 11; E coli WT exp: -5; S1P2 agonist: -2; hDAT+cocaine: 0.00094

Results for CCCCNC(=O)OC1CCS(=O)(=O)C1 (configuration not stated) ?
Fibroblast inh: 89; PostGolgi yeast: 3; PostGolgi ctrl: -5; S1P2 antag: 11; E coli WT exp: -4; S1P2 agonist: -3; H69AR growth 86K: 97; HUVEC inhibit: 97; hDAT+cocaine: -0.98

Results for N#CC[n+]1cc(-c2ccc(Cl)cc2)n2c1CCC2 ?
Fibroblast inh: 103; PostGolgi yeast: 10; PostGolgi ctrl: -5; S1P2 antag: 18; E coli WT exp: 1; S1P2 agonist: -3; H69AR growth 86K: 93; HUVEC inhibit: 93; hDAT+cocaine: -0.024

Results for CCc1ccc(C2CC(c3ccccc3C)n3nc(N)nc3N2)cc1 (configuration not stated) ?
Fibroblast inh: 91; PostGolgi yeast: 0; PostGolgi ctrl: 3; E coli WT exp: -10; H69AR growth 86K: 101; HUVEC inhibit: 100; hDAT+cocaine: -0.29

How did Cn1cc(SCC(=O)N2CCN(c3ccccc3)CC2)c2ccccc21 do in these assays?
Fibroblast inh: 101; PostGolgi yeast: -11; PostGolgi ctrl: 9; S1P2 antag: -2; E coli WT exp: -2; S1P2 agonist: -1; H69AR growth 86K: 76; HUVEC inhibit: 49

What do the screens show for `Cn1c(=O)c2cc(S(=O)(=O)NC(C(=O)N3CCCCCC3)c3ccccc3)ccc2n(C)c1=O` (configuration not stated)?
Fibroblast inh: 103; PostGolgi yeast: -1; PostGolgi ctrl: 4; S1P2 antag: 11; E coli WT exp: 7; S1P2 agonist: -1; H69AR growth 86K: 79; HUVEC inhibit: 85; hDAT+cocaine: 0.081

What do the screens show for `CCOC(=O)C1CCCN(C(=O)c2c(-c3ccccc3Cl)noc2C)C1` (configuration not stated)?
Fibroblast inh: 99; PostGolgi yeast: -1; PostGolgi ctrl: -1; S1P2 antag: -7; E coli WT exp: 13; S1P2 agonist: -4; H69AR growth 86K: 99; HUVEC inhibit: 90; hDAT+cocaine: -0.22

What do the screens show for `CCCc1nc(N2CCCC2)c(C#N)c2c1CCCC2`?
Fibroblast inh: 92; PostGolgi yeast: 3; PostGolgi ctrl: 13; S1P2 antag: -4; E coli WT exp: 5; S1P2 agonist: -9; H69AR growth 86K: 85; HUVEC inhibit: 105; hDAT+cocaine: -0.039

Results for O=C(CO/N=C/c1ccccc1O)NNC(=O)c1ccccc1Cl ?
Fibroblast inh: 97; S1P2 antag: 0; S1P2 agonist: -6; H69AR growth 86K: 102; HUVEC inhibit: 97; hDAT+cocaine: 0.55

How did CCOC(=O)c1ccc(CNC(=O)c2n[nH]c(=O)c3ccccc23)o1 do in these assays?
Fibroblast inh: 109; PostGolgi yeast: 3; PostGolgi ctrl: 9; S1P2 antag: 8; E coli WT exp: -9; S1P2 agonist: -2; H69AR growth 86K: 85; HUVEC inhibit: 94; hDAT+cocaine: 0.9

How did Cc1ccc(S(=O)(=O)Cc2ccc(C(=O)N3CCCC3)o2)cc1 do in these assays?
Fibroblast inh: 98; PostGolgi yeast: 1; PostGolgi ctrl: -2; S1P2 antag: 8; E coli WT exp: 2; S1P2 agonist: 3; H69AR growth 86K: 90; HUVEC inhibit: 97; hDAT+cocaine: -0.32

How did Cc1noc(C)c1CSc1nnc2cc(C)c3ccccc3n12 do in these assays?
Fibroblast inh: 97; H69AR growth 86K: 81; HUVEC inhibit: 93; hDAT+cocaine: 0.25

How did CC(C)OC(=O)Nc1ccc(Oc2c(F)c(F)c(F)c(F)c2F)cc1 do in these assays?
Fibroblast inh: 90; PostGolgi yeast: 3; PostGolgi ctrl: 9; E coli WT exp: -11; H69AR growth 86K: 93; HUVEC inhibit: 104; hDAT+cocaine: -0.26

Results for COc1cccc(C(=O)NC2=NCCS2)c1 ?
Fibroblast inh: 96; PostGolgi yeast: 2; PostGolgi ctrl: -3; S1P2 antag: 12; E coli WT exp: 2; S1P2 agonist: 0; H69AR growth 86K: 91; HUVEC inhibit: 85; hDAT+cocaine: -0.19

How did Cc1ccc(NC(=O)Cc2nnc(SCC(=O)c3ccc(Br)cc3)n2C)cc1 do in these assays?
Fibroblast inh: 103; PostGolgi yeast: -1; PostGolgi ctrl: 4; S1P2 antag: -26; E coli WT exp: -4; S1P2 agonist: -3; H69AR growth 86K: 100; HUVEC inhibit: 103; hDAT+cocaine: -0.33

Results for Cc1ccc2c(c1)cc(CN(Cc1ccc3c(c1)OCO3)C(=O)c1cnccn1)c1nnnn12 ?
Fibroblast inh: 97; PostGolgi yeast: 0; PostGolgi ctrl: 1; S1P2 antag: -4; E coli WT exp: -9; S1P2 agonist: -5; H69AR growth 86K: 58; HUVEC inhibit: 95; hDAT+cocaine: 0.59

How did Cc1cccc(N(C(=O)Cn2nnc3ccccc32)C(C(=O)NC(C)(C)C)c2ccsc2)c1C (configuration not stated) do in these assays?
PostGolgi yeast: -4; PostGolgi ctrl: 16; S1P2 antag: 7; E coli WT exp: -4; S1P2 agonist: -3; hDAT+cocaine: 1.1

How did Cc1nc2ccccc2n1CCCOc1ccccc1 do in these assays?
Fibroblast inh: 103; S1P2 antag: 6; S1P2 agonist: -7; H69AR growth 86K: 85; HUVEC inhibit: 106; hDAT+cocaine: 0.21

How did O=C(Cn1nc(Cc2cccnc2)c2ccccc2c1=O)NCC1CCCO1 (configuration not stated) do in these assays?
Fibroblast inh: 100; PostGolgi yeast: 5; PostGolgi ctrl: 4; S1P2 antag: 8; E coli WT exp: 0; S1P2 agonist: -7; H69AR growth 86K: 95; HUVEC inhibit: 115; hDAT+cocaine: -0.98

What do the screens show for `CCOC(=O)CCCCC(=O)c1[nH]c(=O)[nH]c1Cn1ccnc1`?
Fibroblast inh: 98; PostGolgi yeast: -7; PostGolgi ctrl: -1; S1P2 antag: 4; E coli WT exp: 0; S1P2 agonist: -4; H69AR growth 86K: 82; HUVEC inhibit: 89; hDAT+cocaine: 0.15

What do the screens show for `CCn1c(SCC(=O)O)nnc1C1CCCCC1`?
Fibroblast inh: 102; PostGolgi yeast: 12; PostGolgi ctrl: 31*; S1P2 antag: 10; E coli WT exp: -5; S1P2 agonist: -1; H69AR growth 86K: 112; HUVEC inhibit: 88; hDAT+cocaine: -0.11

Results for Fc1cccc(-c2cc3nc4c(c(NCc5ccco5)n3n2)CCCC4)c1 ?
PostGolgi yeast: 3; PostGolgi ctrl: 49*; S1P2 antag: 3; E coli WT exp: -6; S1P2 agonist: -3; hDAT+cocaine: 1.1

Results for O=c1oc2ccccc2c(O)c1CN1CCCCC1 ?
Fibroblast inh: 100; PostGolgi yeast: 6; PostGolgi ctrl: 30*; E coli WT exp: -1; H69AR growth 86K: 101; HUVEC inhibit: 88; hDAT+cocaine: 0.74

What do the screens show for `Cn1c(C(=O)NCC2CCCO2)cc2c(=O)n(C)c3ccccc3c21` (configuration not stated)?
Fibroblast inh: 98; PostGolgi yeast: 4; PostGolgi ctrl: 9; E coli WT exp: -9; H69AR growth 86K: 72; HUVEC inhibit: 90; hDAT+cocaine: -0.33

Results for CC1CCN(S(=O)(=O)c2ccc3c(c2)c(=O)c(C(=O)NC2CCCC2)cn3C)CC1 ?
Fibroblast inh: 88; PostGolgi yeast: -9; PostGolgi ctrl: 4; S1P2 antag: -5; E coli WT exp: -11; S1P2 agonist: -2; H69AR growth 86K: 84; HUVEC inhibit: 75; hDAT+cocaine: 2.8

How did COC(=O)CN1C(=S)N(Cc2ccccc2)C(=O)C1CC(=O)Nc1ccc(Br)cc1 (configuration not stated) do in these assays?
PostGolgi yeast: -1; PostGolgi ctrl: 79*; S1P2 antag: 15; E coli WT exp: -4; S1P2 agonist: -5; hDAT+cocaine: -0.0063

Results for CC(C)(C)C1CCC2(CC1)C(C#N)=C(SCC(=O)Nc1ccccc1)NC(=O)C2C#N (configuration not stated) ?
Fibroblast inh: 72; PostGolgi yeast: -3; PostGolgi ctrl: 18; E coli WT exp: 2; H69AR growth 86K: 94; HUVEC inhibit: 45; hDAT+cocaine: -1.3

What do the screens show for `CCOC(=O)/C(C#N)=C1/C=CN(c2ccc(C)cc2)C=N1`?
Fibroblast inh: 104; PostGolgi yeast: -1; PostGolgi ctrl: 8; S1P2 antag: 20; E coli WT exp: -14; S1P2 agonist: -4; H69AR growth 86K: 72; HUVEC inhibit: 88; hDAT+cocaine: 0.81

What do the screens show for `COC(=O)CCC(=O)Nc1cccc(Br)c1`?
Fibroblast inh: 97; PostGolgi yeast: -2; PostGolgi ctrl: 8; S1P2 antag: -6; E coli WT exp: 7; S1P2 agonist: -7; H69AR growth 86K: 92; HUVEC inhibit: 95; hDAT+cocaine: -1.4

Results for Cc1cc(C)n2nc(SCC(=O)N/N=C/c3ccccc3F)nc2n1 ?
PostGolgi yeast: 0; PostGolgi ctrl: 0; S1P2 antag: -13; E coli WT exp: 7; S1P2 agonist: -2; hDAT+cocaine: -0.029

What do the screens show for `N#Cc1c(/N=C/N2CCCC2)oc(-c2ccccc2)c1-c1ccccc1`?
Fibroblast inh: 95; PostGolgi yeast: -4; PostGolgi ctrl: 19; S1P2 antag: -8; E coli WT exp: -18; S1P2 agonist: -5; H69AR growth 86K: 102; HUVEC inhibit: 99; hDAT+cocaine: 0.31
